# CHO parental Ca – signal in parental CHO cells, OX1R antagonist counter-screen; parental CHO-K1, ATP-induced calcium, Fluo-8 fluorescence; inhibition, % at 5.6 µM; actives 0.63% (n = 330,000);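 active = inhibition above that plate's mean sample inhibition plus 3 SD, cut at about 26% in these data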;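 also: 0% = ATP-challenged DMSO wells and 100% = DMSO wells without ATP; some compounds past the cut are filed as inactive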
#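 Test system: untransfected parental CHO cell line; also added: ATP stimulus; dosing: 5.6 µM, single dose; signal: calcium-sensitive Fluo-8 fluorescence; measure: percent inhibition of ATP-evoked calcium rise, normalized to controls; benchmarks: low control ATP plus DMSO, high control DMSO only; replication: one well per compound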
# CHO-K1 Ca antag – counter-screen for M1 antagonists: effect in parental CHO-K1 cells; ATP-induced calcium, Fluo-8 fluorescence; inhibition, % at 3 µM; actives 0.6% (n = 360,000);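 active = inhibition above a per-plate cutoff, the plate's mean sample inhibition plus 3 SD, cut at about 24% in these data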;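 also: 0% = DMSO plus EC80 ATP and 100% = DMSO alone without ATP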
# TAAR1 antag – antagonists of human TAAR1. AID 624466. actives 1.5% (n = 360,000). CHO RD-HGA16 TAAR1, Fluo-8 calcium fluorescence, antagonist. inhibition, % at 3 µM. Q96RJ0;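 active = inhibition above a per-plate cutoff, the mean inhibition of test compounds on that plate plus 3 SD, cut at about 49% in these data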;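 also: 0% = DMSO plus EC80 beta-PEA response and 100% = DMSO alone without agonist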
# Target sequence (Q96RJ0 whole entry, looked up): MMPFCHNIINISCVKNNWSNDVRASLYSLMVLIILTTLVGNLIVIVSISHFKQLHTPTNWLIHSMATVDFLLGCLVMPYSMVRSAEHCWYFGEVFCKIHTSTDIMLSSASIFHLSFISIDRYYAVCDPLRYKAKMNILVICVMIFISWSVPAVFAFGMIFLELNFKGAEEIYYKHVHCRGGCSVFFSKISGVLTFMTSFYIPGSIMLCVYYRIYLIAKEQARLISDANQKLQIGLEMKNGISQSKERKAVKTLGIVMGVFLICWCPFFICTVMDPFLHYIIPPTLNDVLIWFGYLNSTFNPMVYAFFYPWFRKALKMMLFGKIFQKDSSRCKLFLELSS
#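 Test system: RD-HGA16 CHO cells with stable hTAAR1 and Gα16 / Probe or stimulus: EC80 β-phenethylamine stimulus / Times: seeding 17-24 h prior, 75-min 37 °C, 30-min RT dye loading / Detection: Fluo-8 calcium-sensitive fluorescence / Read-out basis: % inhibition scaled between DMSO and EC80 PEA controls / Repeats: singlicate, one well per test compound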
# OXTR potentiator – potentiates the human oxytocin receptor response; CHO-OTR cells, Fluo-8 calcium fluorescence, potentiator mode; 0% = oxytocin EC15, 100% = EC100; activation, % at 3 µM; actives 0.061% (n = 320,000);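 active = activation above that plate's cutoff, the mean activation of tested compounds plus 3 SD, cut at about 6.6% in these data, passing the limit was not always enough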;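 also: 100% uses oxytocin at 75 nM as the full agonist control; some results filed as inactive read as strong as hits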
#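 Measured by – Fluo-8 calcium dye fluorescence · Test system – human OTR in CHO cells · Dosing – one concentration, 3.0 µM compound · Controls – EC15 oxytocin alone as 0%, 75 nM oxytocin as 100% · Evaluation – normalized max/min fluorescence ratio, % activation · Timing – 6 min pre-incubation, 100 s read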
# CHRM1 antagonist – antagonists of human M1 muscarinic receptor | inhibition, % at 3 µM | P11229 | CHO-K1 hM1, Fluo-8 calcium fluorescence, ACh EC80 antagonist | actives 1.3% (n = 360,000) | AID 588852;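 active = percent inhibition above its own plate's cutoff, namely the mean of that plate's compound wells plus 3 SD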;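 also: peak over basal fluorescence ratio during 140 s after agonist addition; 0% = ACh EC80 plus DMSO and 100% = DMSO alone without agonist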
# Target sequence (P11229 whole entry, looked up): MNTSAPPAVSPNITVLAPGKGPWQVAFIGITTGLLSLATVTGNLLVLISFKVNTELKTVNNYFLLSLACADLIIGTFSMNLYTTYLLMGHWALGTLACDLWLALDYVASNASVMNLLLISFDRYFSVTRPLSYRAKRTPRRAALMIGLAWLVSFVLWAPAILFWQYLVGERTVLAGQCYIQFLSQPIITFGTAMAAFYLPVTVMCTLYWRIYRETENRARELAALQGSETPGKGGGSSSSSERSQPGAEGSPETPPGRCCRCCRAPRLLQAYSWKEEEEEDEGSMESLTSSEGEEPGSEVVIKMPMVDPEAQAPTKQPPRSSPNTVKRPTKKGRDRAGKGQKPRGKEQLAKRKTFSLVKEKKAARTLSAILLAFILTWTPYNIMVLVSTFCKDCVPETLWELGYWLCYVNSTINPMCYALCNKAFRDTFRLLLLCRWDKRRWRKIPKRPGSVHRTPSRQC
# CHO-K1 Ca PAM – counter-screen for M1 PAMs: effect in parental CHO-K1 cells. actives 0.02% (n = 360,000). activation, % at 3 µM. ATP EC20, Fluo-8 calcium fluorescence; 0% at ATP EC20, 100% at ATP max. AID 602247;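 active = activation above the run cutoff, the mean activation of all test compounds plus 3 SD, cut at about 40% in these data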;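 also: peak over basal fluorescence ratio in a 140 s read after ATP addition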
# M1 ag – agonists of human M1 muscarinic receptor; CHO-K1 hM1, Fluo-8 calcium fluorescence, agonist mode; 0% DMSO, 100% acetylcholine EC100; activation, % at 3 µM; actives 0.33% (n = 360,000);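 active = activation above the run's mean compound activation plus 3 SD, cut at about 16% in these data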;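 also: peak over basal fluorescence ratio within a 140 s kinetic read after compound addition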
# TAAR1 agonist – agonists of human TAAR1 | Q96RJ0 | CHO RD-HGA16 TAAR1, Fluo-8 calcium fluorescence; vehicle wells 0%, saturating PEA agonist 100% | AID 624467 | actives 0.99% (n = 360,000) | activation, % at 3 µM;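 active = activation above the mean activation of all test compounds in the run plus 3 SD, cut at about 38% in these data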
#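 Assay system: CHO-derived RD-HGA16 cells with stable Gα16 and human TAAR1; timing: 17-24 h seeding, 75 min 37 °C dye, 30 min RT; read-out: % activation from peak over basal fluorescence ratio, DMSO-to-PEA scaled; measured by: kinetic Fluo-8 calcium fluorescence; benchmarks: low control DMSO, high control PEA (EC100); doses: 3 µM single concentration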
# M1 ag parental – M1 agonist counterscreen hit in parental CHO-K1 cells; actives 0.48% (n = 360,000); activation, % at 3 µM; Fluo-8 calcium fluorescence; scaled to maximal ATP response, vehicle zero; in the data active = activation above about 15%;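 also: untransfected CHO-K1 host cells lacking M1 receptor as counterscreen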
# * hit, by the source's call; / = not tested or not shown.
SMILES,CHO parental Ca,CHO-K1 Ca antag,TAAR1 antag,OXTR potentiator,CHRM1 antagonist,CHO-K1 Ca PAM,M1 ag,TAAR1 agonist,M1 ag parental
O=C1CN=C(Nc2ccc(Cl)cc2)N1c1ccccc1,-10,23,12,-3,25,-8,1,7,0.6
N#C/C(=C/c1cn(CC(=O)O)c2ccccc12)C(=O)Nc1ccccc1,-8,2,28,-5,-4,16,-6,6,0.7
CC(C)NCc1nnc(-c2ccccc2Cl)o1,-18,-1,6,-1,-7,-12,1,3,0.3
COc1ccc(CN2CCC[C@]3(N[C@H](c4ccccc4)[C@@H]4C(=O)N(C)C(=O)[C@@H]43)C2=O)cc1,/,-17,-14,/,-13,11,-2,1,0.1
CCc1ccc(NC(=O)NCCN2CCN(c3ccc(OC)cc3)CC2)cc1,-20,1,-4,-12,7,12,-4,8,15*
Clc1ccc(OCCSc2ncccn2)c2ccccc12,-16,9,4,-5,0,4,-5,12,0.3
Cc1nc2ccc(C(=O)NC(C)(C)C)cn2c1N(C)C(=O)CCc1ccccc1,/,-7,-6,/,-9,13,-4,1,0.3
Cc1ccc(NC(=O)CCC(=O)N/N=C/c2ccc(O)cc2)cc1,-2,4,1,-10,5,7,-5,-1,-0.3
CCN(CC)S(=O)(=O)c1ccc(-c2nnc(SCc3nnc(-c4ccc(C)cc4)o3)n2CC)cc1,-29,-6,10,-16,-1,7,-4,13,0.8
Cc1ccc(NC(=O)CSCC(=O)Nc2ccccc2C(=O)NC2CC2)cc1,/,1,17,/,-14,-1,-1,2,0.1
Cc1nn(-c2ccccc2)c(C)c1NC(=O)COc1cc(F)ccc1[N+](=O)[O-],0,11,17,-12,11,-23,1,7,18*
O=C(OCC(=O)N1CCCC1)c1ccc(S(=O)(=O)N2CCOCC2)cc1,-3,2,-12,-11,6,16,-7,6,0.2
C/C(=N/NC(=O)c1ccc(C)s1)c1cccnc1,/,-5,0,/,-14,0,1,3,0.2
COc1cc(OC)c(OC)cc1/C=N/NC(=O)c1ccc2nc[nH]c2c1,-1,-14,-9,-6,12,20,-4,0,3.4
COC(=O)c1sccc1NC(=O)c1ccccc1Br,-4,-11,-12,7,-9,11,-4,0,0.0
O=C(C1CCCC1)N1CCN(S(=O)(=O)c2ccc(Cl)cc2)CC1,-11,2,-17,-7,-10,7,2,13,3.2
Cc1cc(C)c(C#N)c(SCC(=O)c2ccccc2)n1,-9,-1,14,-8,0,18,-9,4,1.0
Cc1nn(-c2ccc(F)cc2)c(-n2cccc2)c1C(=O)N1CCN(C(=O)c2ccco2)CC1,-23,-11,-15,-3,-14,7,-4,5,0.4
CC(=O)c1ccc(NC(=O)Cn2cnc(S(=O)(=O)N3CCCCC3)c2)cc1,-8,-12,-7,-1,-14,5,10,3,-0.2
COc1ccc(OC)c(CN(CCCN2CCOCC2)S(=O)(=O)c2ccc(NC(C)=O)cc2)c1,-17,-6,-2,-9,-16,12,-4,12,0.6
COc1ccc(N2CCN(C(CNC(=O)C(=O)NCc3cccnc3)c3ccco3)CC2)cc1 (configuration not stated),-19,-6,-22,-3,-3,16,-1,3,3.6
COc1cccc(CC2(CO)CCCN(Cc3cn[nH]c3-c3ccc(F)cc3)C2)c1 (configuration not stated),-19,-2,10,-3,-3,6,-4,1,1.0
Cc1c(Cl)cccc1NC(=O)NCc1ccc(F)cc1,1,-13,2,4,-10,14,-9,1,0.7
Cc1nn2cnnc2c(C)c1Cc1c(F)cccc1Cl,6,-9,-13,-6,-7,10,0,14,1.2
O=c1[nH]ncc(N2CCCCCC2)c1Cl,-2,-17,2,0,8,23,-13,6,1.5

# Given as tab-separated lines: part of the list above.
molecule	CHO parental Ca	CHO-K1 Ca antag	TAAR1 antag	OXTR potentiator	CHRM1 antagonist	CHO-K1 Ca PAM	M1 ag	TAAR1 agonist	M1 ag parental
CCN(CC)S(=O)(=O)c1ccc(-c2nnc(SCc3nnc(-c4ccc(C)cc4)o3)n2CC)cc1	-29	-6	10	-16	-1	7	-4	13	0.8
Cc1ccc(NC(=O)CSCC(=O)Nc2ccccc2C(=O)NC2CC2)cc1	/	1	17	/	-14	-1	-1	2	0.1
Cc1nn(-c2ccccc2)c(C)c1NC(=O)COc1cc(F)ccc1[N+](=O)[O-]	0	11	17	-12	11	-23	1	7	18*
O=C(OCC(=O)N1CCCC1)c1ccc(S(=O)(=O)N2CCOCC2)cc1	-3	2	-12	-11	6	16	-7	6	0.2
C/C(=N/NC(=O)c1ccc(C)s1)c1cccnc1	/	-5	0	/	-14	0	1	3	0.2
COc1cc(OC)c(OC)cc1/C=N/NC(=O)c1ccc2nc[nH]c2c1	-1	-14	-9	-6	12	20	-4	0	3.4
COC(=O)c1sccc1NC(=O)c1ccccc1Br	-4	-11	-12	7	-9	11	-4	0	0.0
O=C(C1CCCC1)N1CCN(S(=O)(=O)c2ccc(Cl)cc2)CC1	-11	2	-17	-7	-10	7	2	13	3.2
Cc1cc(C)c(C#N)c(SCC(=O)c2ccccc2)n1	-9	-1	14	-8	0	18	-9	4	1.0
Cc1nn(-c2ccc(F)cc2)c(-n2cccc2)c1C(=O)N1CCN(C(=O)c2ccco2)CC1	-23	-11	-15	-3	-14	7	-4	5	0.4
CC(=O)c1ccc(NC(=O)Cn2cnc(S(=O)(=O)N3CCCCC3)c2)cc1	-8	-12	-7	-1	-14	5	10	3	-0.2
COc1ccc(OC)c(CN(CCCN2CCOCC2)S(=O)(=O)c2ccc(NC(C)=O)cc2)c1	-17	-6	-2	-9	-16	12	-4	12	0.6
COc1ccc(N2CCN(C(CNC(=O)C(=O)NCc3cccnc3)c3ccco3)CC2)cc1 (configuration not stated)	-19	-6	-22	-3	-3	16	-1	3	3.6
COc1cccc(CC2(CO)CCCN(Cc3cn[nH]c3-c3ccc(F)cc3)C2)c1 (configuration not stated)	-19	-2	10	-3	-3	6	-4	1	1.0

# Two consecutive entries out of the list so far, for reference:
SMILES,CHO parental Ca,CHO-K1 Ca antag,TAAR1 antag,OXTR potentiator,CHRM1 antagonist,CHO-K1 Ca PAM,M1 ag,TAAR1 agonist,M1 ag parental
Cc1nn2cnnc2c(C)c1Cc1c(F)cccc1Cl,6,-9,-13,-6,-7,10,0,14,1.2
O=c1[nH]ncc(N2CCCCCC2)c1Cl,-2,-17,2,0,8,23,-13,6,1.5

# Screening data (PubChem BioAssay)
